From PubChem
JMJD2A Tudor: JMJD2A Tudor domain (human) inhibition | AlphaScreen JMJD2A-Tudor / H3K4me3 peptide binding | Potency, µM (titrated, usually from 114 µM), for the others: top-dose activity change, negative = inhibition, usual class: inhibitors | 4.4% of 390,000 active | AID 504339; note: potency is the fitted concentration of half-maximal effect; % is set by controls: 0 for no effect and ±100 for the full control effect; nearly all actives have a fitted effect of over 50% in size
Tb PGK inh: T. brucei PGK inhibition; PGK/GAPDH coupled, Kinase-Glo luminescence, 60 min; 0.043% of 380,000 active; Potency, µM (top dose mostly 57.5 µM), for inactives: at the top dose activity change, negative = inhibition, usual class: inhibitors; P07378; AID 602233; note: potency is the fitted concentration of half-maximal effect; % is set by controls: 0 for no effect and ±100 for the full control effect; nearly all actives have a fitted effect of over 60% in size
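Luminescent ATP detection (Kinase-Glo Plus) follows a 60-minute room-temperature incubation, with wells lacking PGK as controls. Buffer: 100 mM TEA (pH 7.6), 5 mM MgCl2, 0.01% Tween-20. Coupling enzyme GAPDH (100 nM final) supplies unstable 1,3-BPG in-well.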
HP1b binding inh: inhibitors of HP1-beta chromodomain binding to methylated histone tails. P83916. AlphaScreen HP1-beta / biotin-H3K9me3 peptide binding. Potency, µM (highest dose often 114 µM), for inactives: top-dose activity change, negative = inhibition, actives largely listed as inhibitors. 0.56% of 390,000 active. AID 540317; note: potency is the fitted concentration of half-maximal effect; nearly all actives have a fitted effect of over 70% in size; inactives centre near 23
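Compound inhibition of the preformed complex between 50 nM HP1-beta and 50 nM biotinylated H3K9me3 peptide was read by AlphaScreen. Buffer was PBS pH 7.4 with 0.01% Tween-20. Incubations ran 30 min at room temperature, with 10 ug/mL donor/acceptor beads.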
BAZ2B inh: inhibitors of human BAZ2B bromodomain; Q9UIF8; AlphaScreen BAZ2B-H3K14Ac peptide displacement; Potency, µM (series often up to 114 µM), for inactives: top-dose activity change, negative = inhibition, usual class: inhibitors; 4.4% of 360,000 active; AID 504333; note: potency is the fitted concentration of half-maximal effect; % is set by controls: 0 for no effect and ±100 for the full control effect; nearly all actives have a fitted effect of over 60% in size
Target sequence (Q9UIF8 whole entry, looked up): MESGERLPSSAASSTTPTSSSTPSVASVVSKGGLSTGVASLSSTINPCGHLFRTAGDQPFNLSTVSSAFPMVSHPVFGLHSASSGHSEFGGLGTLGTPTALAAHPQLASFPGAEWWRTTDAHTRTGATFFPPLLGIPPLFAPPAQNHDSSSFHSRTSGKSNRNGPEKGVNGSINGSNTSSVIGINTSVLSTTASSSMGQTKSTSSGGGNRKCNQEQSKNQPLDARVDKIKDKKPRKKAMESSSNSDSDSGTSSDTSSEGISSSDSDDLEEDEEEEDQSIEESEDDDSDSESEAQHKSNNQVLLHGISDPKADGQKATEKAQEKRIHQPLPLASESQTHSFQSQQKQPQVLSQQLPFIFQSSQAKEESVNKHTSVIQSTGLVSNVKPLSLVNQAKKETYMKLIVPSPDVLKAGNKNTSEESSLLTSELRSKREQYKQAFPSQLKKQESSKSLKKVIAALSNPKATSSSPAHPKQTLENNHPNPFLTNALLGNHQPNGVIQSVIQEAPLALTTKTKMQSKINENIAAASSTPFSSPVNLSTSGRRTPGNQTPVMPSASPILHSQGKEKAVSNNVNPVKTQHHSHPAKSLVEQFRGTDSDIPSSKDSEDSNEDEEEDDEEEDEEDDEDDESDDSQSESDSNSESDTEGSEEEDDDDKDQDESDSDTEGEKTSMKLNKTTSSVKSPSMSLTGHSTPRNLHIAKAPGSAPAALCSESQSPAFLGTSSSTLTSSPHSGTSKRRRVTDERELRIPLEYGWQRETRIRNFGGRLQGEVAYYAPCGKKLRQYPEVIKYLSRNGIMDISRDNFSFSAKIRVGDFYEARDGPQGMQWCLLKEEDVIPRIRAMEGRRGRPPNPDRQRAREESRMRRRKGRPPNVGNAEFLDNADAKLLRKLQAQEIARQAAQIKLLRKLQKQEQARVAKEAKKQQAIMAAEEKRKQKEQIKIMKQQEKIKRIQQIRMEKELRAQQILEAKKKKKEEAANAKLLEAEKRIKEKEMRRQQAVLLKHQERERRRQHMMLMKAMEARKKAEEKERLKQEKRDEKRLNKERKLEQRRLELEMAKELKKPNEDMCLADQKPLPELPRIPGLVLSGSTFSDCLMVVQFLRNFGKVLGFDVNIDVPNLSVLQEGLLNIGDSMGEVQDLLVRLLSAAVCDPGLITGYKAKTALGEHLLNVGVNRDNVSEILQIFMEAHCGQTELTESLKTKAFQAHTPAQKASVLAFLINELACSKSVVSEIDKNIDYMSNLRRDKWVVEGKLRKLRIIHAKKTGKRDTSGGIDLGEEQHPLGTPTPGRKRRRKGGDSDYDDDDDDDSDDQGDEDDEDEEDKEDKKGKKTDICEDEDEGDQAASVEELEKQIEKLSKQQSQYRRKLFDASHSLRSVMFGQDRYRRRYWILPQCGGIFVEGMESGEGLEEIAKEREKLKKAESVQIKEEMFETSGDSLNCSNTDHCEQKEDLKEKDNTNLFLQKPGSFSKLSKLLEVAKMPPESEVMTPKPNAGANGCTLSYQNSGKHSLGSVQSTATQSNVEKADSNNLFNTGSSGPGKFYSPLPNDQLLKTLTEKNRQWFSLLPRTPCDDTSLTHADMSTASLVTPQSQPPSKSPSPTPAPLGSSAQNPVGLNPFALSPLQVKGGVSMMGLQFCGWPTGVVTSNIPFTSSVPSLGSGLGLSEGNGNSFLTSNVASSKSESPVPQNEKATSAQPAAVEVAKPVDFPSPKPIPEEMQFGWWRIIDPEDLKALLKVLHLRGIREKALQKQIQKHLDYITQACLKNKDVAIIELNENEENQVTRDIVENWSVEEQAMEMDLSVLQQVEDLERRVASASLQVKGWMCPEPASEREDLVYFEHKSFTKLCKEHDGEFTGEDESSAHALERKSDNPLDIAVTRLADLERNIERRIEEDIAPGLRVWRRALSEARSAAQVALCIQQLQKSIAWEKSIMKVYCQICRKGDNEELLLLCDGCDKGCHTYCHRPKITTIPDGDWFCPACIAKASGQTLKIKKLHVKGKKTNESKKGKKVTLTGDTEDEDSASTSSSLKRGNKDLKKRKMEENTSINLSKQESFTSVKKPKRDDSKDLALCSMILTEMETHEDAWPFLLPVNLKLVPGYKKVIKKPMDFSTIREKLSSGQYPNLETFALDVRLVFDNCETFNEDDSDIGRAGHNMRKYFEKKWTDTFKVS
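Multi-concentration screen (max 110 uM) measuring displacement of acetylated histone H3 peptide from BAZ2B by AlphaScreen, using 50 nM protein, 50 nM peptide and 10 ug/mL streptavidin donor plus Ni-chelate acceptor beads.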
Pin1 inhibitor: human Pin1 inhibition. Pin1 FP peptide displacement, HiFluor488, 10 min. Potency, µM (highest dose often 115 µM), without a hit: top-dose activity, negative = inhibition, most hits filed as inhibitors. 0.009% of 390,000 active. AID 504891; active = well fitted inhibition curve with a large enough effect in the polarisation, with a control signal flat, not every such curve was filed as active; inconclusive = small, poorly fitted or top-dose-only effect, or effect the other way, or a change in a side signal; inactive = no such curve, though single readings can be large or run the other way; the % refers to the polarisation; note: potency is the fitted concentration of half-maximal effect; % is set by controls: 0 for no effect and ±100 for the full control effect
ERG-DNA inh: inhibitors of human ERG Ets domain-DNA interaction; P11308; fluorescence polarization, His-ERG Ets domain / labelled DNA; Potency, µM (titrated, usually from 76.9 µM), inactives show at the highest dose FP activity, negative = inhibition, hits mostly inhibitors; 0.028% of 370,000 active; AID 624246; active = well fitted inhibition curve with a large enough effect in the polarisation, with a control signal flat; inconclusive = small, poorly fitted or top-dose-only effect, or effect the other way, or a change in a side signal; inactive = no such curve, though single readings can be large or run the other way; the % refers to the polarisation;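 note: polarization taken with two DNA probes labelled with fluorescein and Texas red; potency is the fitted concentration of half-maximal effect; % of control where 0% means no effect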
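His-tagged ERG Ets domain (1 uM in the protein solution; 300mM KCl, 50mM Tris-HCl, 1mM EDTA, 1mM DTT, pH 7.5) received compound, then a probe mix of 5 nM fluorescein-DNA and 100nM Texas-615-DNA. Fluorescence polarization was read for both dyes.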
G9a inh: blocks human histone lysine methyltransferase G9a; Potency, µM (doses to about 102 µM), inactives show top-dose activity, negative = inhibition, hits mostly inhibitors; G9a H3K9 monomethylation, AlphaScreen, 2 h; 8.8% of 350,000 active; Q96KQ7; note: potency is the fitted concentration of half-maximal effect; % is set by controls: 0 for no effect and ±100 for the full control effect; nearly all actives have a fitted effect of over 75% in size
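Methyltransferase reactions run at room temperature for 2 h (20 nM enzyme, 500 nM biotin-H3K9 peptide, 20 uM SAM) after a 15 min compound preincubation; product detected by AlphaScreen beads and anti-H3K9me1 antibody.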
PI4K2A block: PI4K2A (human) kinase inhibition. Q9BTU6. 0.13% of 420,000 active. purified PI4K2A, ADP-Glo luminescence, 1 h; hits give low values. activity change, negative = inhibition, % at 76.9 µM; in the data active = activity change below about -50%; inconclusive = mostly about -30% to -49%;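 note: -100% = wells without enzyme as full effect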
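ADP-Glo luminescence measured ADP generated by PI4K2A enzyme (4 ug/mL before mixing) with 1.2 mM PI substrate (pre-mix) and 300 microM ATP (pre-mix). Tris pH7.5 buffer with MgCl2, Triton X-100; 1 h reaction at ambient temperature.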
GLS inhibitor: glutaminase GLS (human) inhibition | GLS enzymatic activity, qHTS titration | Potency, µM (top dose mostly 45.5 µM), without a hit: at the top dose activity change, negative = inhibition, hits mostly inhibitors | 0.21% of 410,000 active; note: potency is the fitted concentration of half-maximal effect; % is set by controls: 0 for no effect and ±100 for the full control effect
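Two-point fluorescence kinetic (t0, 30 min RT) for hKGA; glutamate detected via glutamate oxidase–HRP–Amplex Red. Substrate: 1 mM L-glutamine solution; buffer 45 mM KH2PO4, pH 8.2.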
* hit, by the source's call; i = inactive; ? = inconclusive; / = not tested or not shown; & = joins results of further samples; [ ] = dose if it differs, or a comment. Unless noted, calls come from the whole dose curve; as a rule, active = well fitted curve in the direction sought with a large enough effect; inconclusive = small, poorly fitted or top-dose-only effect, or another doubt; inactive = no such curve, though single readings can be large; an effect the other way counts as inactive or inconclusive. This is a random part of the collection; overall some 11% were active at least once.

SMILES	JMJD2A Tudor	Tb PGK inh	HP1b binding inh	BAZ2B inh	Pin1 inhibitor	ERG-DNA inh	G9a inh	PI4K2A block	GLS inhibitor
NNC(=O)c1nn(-c2ccc(Cl)cc2)ccc1=O	-1%	0%	31%	-10%	-2%	3%	/	-7	11%
O=C(N/N=C/c1ccncc1)c1cc(C2CC2)nc2ccccc12	-5%	4%	25%	4%	0%	-4%	-8%	2	9%
N#Cc1cc2c(ccc3ccccc32)oc1=O	-10%	-1%	-2%	-6%	?	-8%	-18%	0	1%
COc1cccc(C(=O)Nc2cccc(C(=O)NC3=NN(c4c(Cl)cc(Cl)cc4Cl)C(=O)C3)c2)c1	-21%	-14%	-7%	2%	/	-2%	30%[59 µM]	5	-20%
COc1ccc(CCNC(=O)CC2(CC3=NS(=O)(=O)c4ccccc4N3)CCCC2)cc1OC	-17%	1%	17%	-10%	?	95%[activator]	22%	3	-1%
Cc1cc(C(=O)NC2CCC(C)CC2)c(C)o1 (centres undefined)	-29%	7%	49%[activator]	-12%	0%	8%	17%[12.7 µM]	0	-1%
CCOC(=O)N1CCN(C(=O)CSc2nnc(-c3ccccc3OC)o2)CC1	-6%	-2%	25%	13%	3%	-5%	24%	6	1%
O=C(CN1C(=O)COc2ccccc21)N1CCN(c2ccccc2F)CC1	-6%	-5%	7%	12%	-11%	0%	-5%[12.7 µM]	-3	14%
COC(=O)CC1C(=O)NCCN1C(=O)CSc1nnc(Nc2ccc(C)cc2)s1 (centres undefined)	-1%	-3%	36%[activator]	8%	-10%	-16%	40µM*	5	-23%
Cc1ccc(Cl)cc1N1CCN(c2ncnc3c2nc2n3CCCC2)CC1	-28%	-9%	19%	-24%	7%	0%	-27%[59 µM]	1	-6%
CCOc1ccc(OCc2ccc(C(=O)N3CCCCC3)o2)cc1	-23%	-1%	14%	-33%	-11%	8%	30%	2	-2%
CC(Oc1ccc(Cl)cc1Cl)C(=O)NNC(=O)C(=O)N1CCCCC1 (centres undefined)	-14%	-7%	32%	6%	-4%	20%	-6%	-12	1%
Cc1ccc2nc(SCC(=O)c3ccc(O)cc3O)[nH]c2c1	1%	-5%	31%	-23%	28%	15%	/	-12	16%
COc1cc(C(=O)N(CCN(C)C)CC2CCCN(Cc3ccccc3F)C2)ccc1C (centres undefined)	-27%	-1%	16%	11%	-1%	13%	/	3	-8%
CCOc1ccccc1C1C(C(N)=O)=C(C)Nc2nc(-c3ccc(OC)cc3)nn21 (centres undefined)	-16%	-3%	4%	14%	-10%	0%	11%[59 µM]	-12	3%
COc1ccc(OC)c(NC(=O)CN2c3cccc4cccc(c34)S2(=O)=O)c1	2%	6%	14%	/	-1%	8%[15.4 µM]	/	3	14%
CC(OC(=O)Cc1c[nH]c2ccccc12)C(=O)Nc1ccc(S(N)(=O)=O)cc1 (centres undefined)	-12%	-7%	11%	-6%	1%	-3%	-30%	2	2%
CCn1ncc(/C=N\NC(=O)COc2cc(C)cc(C)c2)c1C	-17%	-11%	21%	9%	-7%	-9%	-10%[59 µM]	-6	9%
CCOc1cccc2c1OC(c1cc(OC)c(OC)c(OC)c1)N1N=C(c3ccc(C)o3)CC21 (centres undefined)	-34%	-1%	11%	?	?	22%	13µM*	-8	-17%
O=C(NCCc1ccccc1)c1ccccc1SCC(=O)N1CCCC1	-20%	-8%	39%[activator]	-14%	-1%	5%	11%	1	3%
N#C/C(=C\C=C\c1ccccc1[N+](=O)[O-])c1nc(-c2ccc3c(c2)OCO3)cs1	-19%	1%	-14%	-8%	48%[activator]	/	-8%[59 µM]	1	-2%
Cc1ccc(SCCN2CCN(C)CCC2=O)cc1	-6%&-16%	i	39%&33%[activator]	6%	-1%&-6%	12%	-5%[59 µM]	11	4%
O=C(OCCCc1cc2ccccc2c(=O)o1)c1ccc(C(F)(F)F)cc1	45%[activator]	4%	110%[activator]	72%[activator]	0%	-5%	7%[0.501 µM]	-4	14%
CC(C)Sc1nc(SCC(=O)NCc2ccco2)c2c3c(sc2n1)COC(C)(C)C3	?	i	3%	/	28%	9%	?	-1	-6%
O=C(Cc1ccc(NC(=O)C2CCN(C(=O)C3CC3)CC2)cc1)Nc1cccc(C(=O)N2CCCCC2)c1	2%	-2%	46%[activator]	/	-2%	-9%	/	3	-3%

Next part, starting with the last two of the part before.
SMILES	JMJD2A Tudor	Tb PGK inh	HP1b binding inh	BAZ2B inh	Pin1 inhibitor	ERG-DNA inh	G9a inh	PI4K2A block	GLS inhibitor
CC(C)Sc1nc(SCC(=O)NCc2ccco2)c2c3c(sc2n1)COC(C)(C)C3	?	i	3%	/	28%	9%	?	-1	-6%
O=C(Cc1ccc(NC(=O)C2CCN(C(=O)C3CC3)CC2)cc1)Nc1cccc(C(=O)N2CCCCC2)c1	2%	-2%	46%[activator]	/	-2%	-9%	/	3	-3%
Cc1ccc2[nH]c3c(=O)n(CC(=O)N4CCCC(C)C4)ncc3c2c1 (centres undefined)	1%	-3%	35%	9%[57.1 µM]	3%	11%	1%[59 µM]	1	-8%
CSc1nnc(-c2sc(-c3ccccc3)nc2C)n1C	-1%	-3%	16%	-1%	-3%	2%	2%	3	1%
CC1=NN(c2ccccc2)C(=O)/C1=C/c1ccc(-c2ccc(C)c(C(=O)O)c2)o1	40µM*	-20%	?	/	-9%	21%	/	-12	-2%
CC(OC(=O)/C=C/c1ccc2ccccc2n1)C(=O)Nc1ccc(S(N)(=O)=O)cc1 (centres undefined)	-11%	-6%	7%	1%	25%	14%	?	2	3%
O=C(c1ccccn1)N1CCN(S(=O)(=O)c2ccc3ccccc3c2)CC1	-4%	2%	23%	-23%	2%	-3%	13%[59 µM]	4	0%
NC(=O)Nc1ccc(C(=O)OCC(=O)Nc2ccc([N+](=O)[O-])cc2C(F)(F)F)cc1	-21%	-4%	-5%	46%[activator]	5%	1%	1%[59 µM]	5	67%[activator]
CCOc1ccc(Cc2c(Cl)nc(N)nc2Cl)cc1	-16%[57.1 µM]	-6%	44%[activator]	-5%	33%[activator]	-1%	-22%[59 µM]	-9	-8%
CCCCc1ccc(NC(=O)CSc2nc3ccccc3nc2N2CCOCC2)cc1	6%	-6%	58%[activator]	14%	4%	1%	6%[59 µM]	6	-7%
O=C1Nc2cc(Cl)ccc2Oc2cc(Oc3ccccc3)ccc21	-16%	9%	9%	-14%	-4%	1%	6%[59 µM]	-2	-9%
O=S(=O)(/N=C(/Nc1ccc(Cl)c(S(=O)(=O)N2CCOCC2)c1)c1ccc(F)cc1)c1ccccc1	-26%	i	32%	-22%	-3%	-5%	11%	-2	-7%
CC(=O)c1sc(NC(=O)c2ccco2)nc1-c1ccccc1	-23%	-6%	34%	11%	-5%	7%	-3%	-7	3%
COc1ccc2c(O)c(-c3c(C)cc(C)cc3C)c(=O)[nH]c2c1	-3%	i	17%	/	-2%	-3%	/	-5	-24%
CCC(C)N(CCNC(=O)c1ccc(NC2=NC3CS(=O)(=O)CC3S2)cc1)Cc1ccco1 (centres undefined)	-31%	-2%	25%	-30%	-5%	-7%	11%[12.7 µM]	5	3%
CC(C)[C@H](NS(=O)(=O)c1cccc(C(F)(F)F)c1)C(=O)OCC(N)=O	-11%	i	42%[activator]	/	-2%	12%	8%	-3	5%
CCOc1ccc(C2C(C(N)=O)=C(C)Nc3nc(SCc4ccccc4)nn32)cc1 (centres undefined)	-6%	7%	39%	?	-2%	1%	-23%[59 µM]	-14	-10%
Cc1ccc(CNC(=O)CCC(=O)Nc2nnc(C(C)C)s2)cc1	-7%	11%	48%[activator]	-4%[57.1 µM]	-8%	-14%	-14%	2	-2%
COc1ccc(-c2cn(Cc3ccc(C(N)=O)cc3)c(CCN)n2)cc1	?	3%	11%	-30%	-1%	2%	-3%[2.33 µM]	4	-5%
CCCCN(c1ccc(C(=O)OC)cc1)S(=O)(=O)c1ccccc1	65%[activator]	i	105%[activator]	7%	0%	-15%	223%[activator]	0	-1%
COc1ccc(C(=O)NNC(=O)c2cc(C)[nH]n2)cc1	-4%	1%	43%[activator]	-17%	-6%	-5%	?	-3	8%
O=C(C1CCN(S(=O)(=O)N2CCOCC2)CC1)N1CCN(c2ccc(F)cc2)CC1	?	4%	40%[activator]	-6%	3%	-6%	?	-4	6%
COc1ccccc1NC(=O)N1CCn2c(nc3ccccc32)C1	-13%	i	16%	-18%	-4%	3%	-9%	1	1%
COc1ccccc1CN1C(=O)CCC1(C)C(=O)NCc1cccnc1 (centres undefined)	-18%	-6%	32%	-8%	-9%	-9%	-9%	0	-2%
CCN(CC)CCCC1(CN)OCCc2ccccc21 (centres undefined)	-3%	-3%	23%	-1%	-4%	1%	25µM*	-5	6%
Cc1ccc(NC(=O)c2cc(S(=O)(=O)N3CCCCC3)ccc2N2CCOCC2)cc1S(=O)(=O)N(C)C	-9%	i	23%	/	2%	2%	/	0	3%
Cc1ccc(NC(=O)COC(=O)CCc2c[nH]c3ccccc23)c(C)c1	-31%	-7%	14%	-11%	8%	-15%	-11%[12.7 µM]	3	16%
COc1ccc(-n2ncc3c2ncn2nc(-c4ccc(OC)c(OC)c4)nc32)cc1	4%	/	27%	5%	-3%	-7%	10%[59 µM]	-2	6%
CCOCCn1c(CN2CCC(Cc3ccccc3)CC2)nc2c1c(=O)n(C)c(=O)n2C	-8%	-1%	3%	-30%	-1%	/	?	-1	24%
